# Screens: PubChem, The Scripps Research Institute Molecular Screening Center
# TAAR1 antag: human TAAR1 antagonists, primary screen, Fluo-8 calcium fluorescence, CHO RD-HGA16 cells | actives 1.5% (n = 360,000) | inhibition, % at 3 µM | antagonist | Trace amine-associated receptor 1 (Homo sapiens), Q96RJ0;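 active = inhibition above a per-plate cutoff, the mean inhibition of test compounds on that plate plus 3 SD, cut at about 49% in these data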;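 also: 0% = DMSO plus EC80 beta-PEA response and 100% = DMSO alone without agonist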
#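 Material: CHO RD-HGA16 cells bearing hTAAR1; compound dosing: one-point dosing, 3 µM nominal final; schedule: dye loading 75 min at 37 °C, then 30 min room temperature; measured by: calcium fluorescence with Fluo-8; control set: vehicle and agonist controls; replication: n of 1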
# OXTR agonist: human OXTR agonists, primary screen, fluorescence, CHO-OTR cells, Fluo-8 calcium. Fluo-8 calcium fluorescence; normalized: DMSO 0%, oxytocin 100%. activation, % at 3 µM. actives 0.32% (n = 320,000);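 active = activation above the mean of all tested compounds plus 3 SD, cutoff set per screening run, cut at about 20% in these data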;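 also: peak over basal fluorescence ratio from a 100 s FLIPR kinetic read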
# Target sequence (P30559 whole entry, looked up): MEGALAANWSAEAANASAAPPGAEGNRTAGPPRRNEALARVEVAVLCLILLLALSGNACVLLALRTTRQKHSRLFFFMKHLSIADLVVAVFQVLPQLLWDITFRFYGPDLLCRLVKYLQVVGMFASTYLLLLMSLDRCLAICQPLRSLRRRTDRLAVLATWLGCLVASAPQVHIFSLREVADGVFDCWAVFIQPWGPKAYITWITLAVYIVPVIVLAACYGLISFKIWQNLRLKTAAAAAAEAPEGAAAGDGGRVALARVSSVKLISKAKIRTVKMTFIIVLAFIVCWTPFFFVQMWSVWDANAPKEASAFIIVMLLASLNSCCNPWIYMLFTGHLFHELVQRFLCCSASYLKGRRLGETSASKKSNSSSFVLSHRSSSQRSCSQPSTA
# M1 antag: human M1 muscarinic receptor antagonists, primary screen, CHO-K1 cells, Fluo-8 calcium fluorescence, 1536-well; Muscarinic acetylcholine receptor M1 (Homo sapiens), P11229; CHO-K1 hM1, ACh EC80 antagonist; inhibition, % at 3 µM; actives 1.3% (n = 360,000);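 active = percent inhibition above its own plate's cutoff, namely the mean of that plate's compound wells plus 3 SD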;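 also: peak over basal fluorescence ratio during 140 s after agonist addition; 0% = ACh EC80 plus DMSO and 100% = DMSO alone without agonist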
# Target sequence (P11229 whole entry, looked up): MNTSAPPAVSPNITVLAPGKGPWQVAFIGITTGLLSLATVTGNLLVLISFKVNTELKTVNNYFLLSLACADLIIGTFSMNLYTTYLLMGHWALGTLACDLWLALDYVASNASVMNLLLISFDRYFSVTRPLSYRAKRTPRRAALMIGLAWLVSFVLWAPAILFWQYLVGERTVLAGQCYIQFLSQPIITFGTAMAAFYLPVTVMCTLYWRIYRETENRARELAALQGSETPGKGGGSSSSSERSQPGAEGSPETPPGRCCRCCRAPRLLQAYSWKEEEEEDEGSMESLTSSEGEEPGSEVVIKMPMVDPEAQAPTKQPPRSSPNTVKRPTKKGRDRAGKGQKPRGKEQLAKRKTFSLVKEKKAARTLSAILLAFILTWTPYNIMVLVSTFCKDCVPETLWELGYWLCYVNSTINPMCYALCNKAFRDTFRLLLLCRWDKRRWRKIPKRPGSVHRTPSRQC
# OXTR potentiate: human OXTR potentiators, primary screen, fluorescence, CHO-OTR cells, Fluo-8 calcium; AID 2445, 2010; activation, % at 3 µM; Oxytocin receptor (Homo sapiens), P30559; Fluo-8 calcium fluorescence, potentiator mode; 0% = oxytocin EC15, 100% = EC100; actives 0.061% (n = 320,000);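 active = activation above that plate's cutoff, the mean activation of tested compounds plus 3 SD, cut at about 6.6% in these data, passing the limit was not always enough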;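 also: 100% uses oxytocin at 75 nM as the full agonist control; some results filed as inactive read as strong as hits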
#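 Replication – single well per compound, singlicate · Assay system – CHO cell line stably expressing human OTR · Timing – 6 min pre-incubation, 100 s read · Measure – normalized max/min fluorescence ratio, % activation · Doses – 3.0 µM, one dose · Detection – Fluo-8 calcium dye fluorescence · Probe or stimulus – oxytocin near EC15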
# M1 ag: human M1 muscarinic receptor agonists, primary screen, Fluo-8 calcium fluorescence, CHO-K1 cells, HTS; Muscarinic acetylcholine receptor M1 (Homo sapiens), P11229; CHO-K1 hM1, agonist mode; 0% DMSO, 100% acetylcholine EC100; activation, % at 3 µM; actives 0.33% (n = 360,000);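 active = activation above the run's mean compound activation plus 3 SD, cut at about 16% in these data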;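 also: peak over basal fluorescence ratio within a 140 s kinetic read after compound addition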
# TAAR1 agonist: human TAAR1 agonists, primary screen, Fluo-8 calcium fluorescence, CHO RD-HGA16 cells; vehicle wells 0%, saturating PEA agonist 100%; Trace amine-associated receptor 1 (Homo sapiens), Q96RJ0; activation, % at 3 µM; AID 624467, 2012; actives 0.99% (n = 360,000);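 active = activation above the mean activation of all test compounds in the run plus 3 SD, cut at about 38% in these data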
#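 Repeats: no replicates (n 1) | Material: CHO-derived RD-HGA16 cells with stable Gα16 and human TAAR1 | Technique: Kinetic Fluo-8 calcium fluorescence | Schedule: 17-24 h seeding, 75 min 37 °C dye, 30 min RT | Evaluation: % activation from peak over basal fluorescence ratio, DMSO-to-PEA scaled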
# V1R ag counter: agonists of human V1a receptor, primary screen, counter-screen for OXTR agonist project, fluorescence, CHO-V1R cells; Fluo-8 calcium fluorescence, agonist mode; 0% DMSO, 100% 3 nM vasopressin; activation, % at 3 µM; actives 0.25% (n = 320,000);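 active = activation above the mean activation of all tested compounds plus 3 SD, per screening run, cut at about 20% in these data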;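 also: signal is peak over basal fluorescence ratio across a 100 second FLIPR read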
# CHO parental Ca: ATP-evoked calcium signal inhibitors, parental CHO, primary screen, counter-screen for OX1R antagonist project, cell-based, fluorescence, Fluo-8 calcium dye; actives 0.63% (n = 330,000); parental CHO-K1, ATP-induced calcium, Fluo-8 fluorescence; inhibition, % at 5.6 µM;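 active = inhibition above that plate's mean sample inhibition plus 3 SD, cut at about 26% in these data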;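 also: 0% = ATP-challenged DMSO wells and 100% = DMSO wells without ATP; some compounds past the cut are filed as inactive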
#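 Assay system – parental CHO cells · Reagent – ATP stimulus · Detection – intracellular calcium via Fluo-8 no-wash fluorescent dye · Evaluation – percent inhibition of ATP-evoked calcium rise, normalized to controls · Controls – ATP wells versus no-ATP DMSO wells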
# M1 PAM: human M1 muscarinic receptor positive allosteric modulators, primary screen, CHO-K1 cells, Fluo-8 calcium fluorescence, 1536-well | CHO-K1 hM1, ACh EC20; 0% = ACh EC20, 100% = maximal ACh | activation, % at 3 µM | actives 0.088% (n = 360,000) | AID 588819, 2011; in the data active = activation above about 19%, passing the limit was not always enough
# * marks the source's active call; other numbers are inactive results; . = no result given.
No.	compound	TAAR1 antag	OXTR agonist	M1 antag	OXTR potentiate	M1 ag	TAAR1 agonist	V1R ag counter	CHO parental Ca	M1 PAM
1	O=c1[nH]c2ccccc2n1Cc1ccccc1	-17	-0.3	-5	-1	4	-1	1.0	1	6
2	CCOC(=O)N1CCN(C(=O)C(CC(C)C)NC(=O)C2CCCCC2)CC1 (stereo not drawn)	-2	-1.2	-9	-4	-4	18	0.7	1	7
3	COc1ccc(C2C(C(=O)c3sc(C)nc3C)=C(O)C(=O)N2CCCn2ccnc2)cc1OC (stereo not drawn)	10	-0.6	-6	1	-5	4	0.9	-1	5
4	CCN(CC)C(=O)c1ccc2nc([C@H]3C[C@H](O)[C@@H](CO)O3)[nH]c2c1	-19	.	-18	.	-2	3	.	.	11
5	CCN(CC)c1c([N+](=O)[O-])c(=O)n(C)c2ccccc12	5	-2.1	3	-7	-13	0	0.0	-2	9
6	CC(NC(=O)Cc1ccc(-c2ccccc2)cc1)c1ccccc1 (stereo not drawn)	22	5.9	1	-19	3	60*	1.9	13	-1
7	Cc1cc(C(=O)CSc2nn3c(=O)c(C(C)(C)C)nnc3s2)c(C)n1-c1ccc(F)cc1	17	-1.5	1	-15	-4	-1	-0.5	-11	0
8	Cc1nn2c(N3CCCC3)c3c(nc2c1-c1ccccc1)CCC3	-30	-1.7	-9	-4	-3	4	-0.2	-15	7
9	CCn1ncc([N+](=O)[O-])c1C(=O)n1nc(C)cc1C	1	-0.2	-2	-14	-5	2	-0.6	-2	11
10	O=C(Nc1ccc(N2CCN(c3ccc(C(F)(F)F)cn3)CC2)nc1)c1cccs1	-23	2.1	-1	5	0	3	0.8	-8	0
11	CCC(C)OC(=O)C1=C(C)O[C@]23OC(N)=C(C#N)[C@]12C(=O)c1ccccc13 (stereo partly drawn)	-1	0.6	-16	2	0	5	-0.5	-15	14
12	CCn1c(=S)sc2c(=O)n(CC(=O)NCCCc3ccccc3)c(C)nc21	0	0.2	7	-5	-1	-1	0.5	-10	-1
13	CC(=O)Nc1ccc(NC(=O)CCC(=O)OCC(=O)c2ccc(C)c([N+](=O)[O-])c2)cc1	1	0.7	0	-10	-4	4	0.7	-6	3
14	CSc1ncccc1C(=O)Nc1nc2ccc(F)cc2s1	-6	4.0	18	-2	-5	1	0.4	-14	-8
15	Cc1ccc2oc(C(=O)N(CCO)Cc3ccccc3)c(C)c2c1	3	-0.2	-6	-6	-4	2	0.5	12	12
16	CC(=O)c1ccc(NC(=S)NCCCN2CCOCC2)cc1	-3	0.7	-10	-5	-2	-1	0.1	-5	6
17	CC(C)CCNC(=O)C1CCCN(S(=O)(=O)c2ccc(F)cc2)C1 (stereo not drawn)	1	-0.7	1	5	-4	7	-0.1	-13	4
18	CCOC(=O)c1cccc(P(C)(C)=O)c1	-15	0.3	0	-2	0	2	0.7	-9	-5
19	COc1ccc(N2CCC(CNC(=S)Nc3cccc(C)c3)C2)cc1 (stereo not drawn)	5	-0.8	9	-15	-12	1	1.6	-18	-6
20	CCn1c(C)cc(/C=C2/NC(=O)N(Cc3ccccc3F)C2=O)c1C	22	-0.8	-6	-15	-7	0	0.4	-6	6
21	O=c1ccc(NS(=O)(=O)c2ccccc2Cl)cn1Cc1ccc(Cl)c(Cl)c1	-3	1.7	12	-15	-1	2	2.3	-7	-8
22	O=C(Nc1ccccc1)C1Cc2ccccc2CN1C(=O)c1ccco1 (stereo not drawn)	-5	-1.7	-12	-17	-4	0	-0.9	-23	6
23	O=C(O)c1cc(-c2ccco2)[nH]n1	4	-0.1	-8	-13	-4	0	1.0	2	12
24	O=C(COC(=O)C12CC3CC(CC(Br)(C3)C1)C2)Nc1c(F)cccc1F	14	1.1	5	-11	-2	8	4.4	5	-4
25	COc1cc(C(=O)NNC(=S)NC(=O)c2ccc(Cl)cc2)cc(OC)c1OC	86*	37*	0	-13	33*	141*	34*	-1	-14
26	O=C(Nc1nnc(-c2ccccc2)o1)c1cccc(N2C(=O)CCC2=O)c1	-17	-0.3	-1	-4	-6	1	1.1	-10	5
27	Cc1cc(NC(=O)c2cc(-c3ccccc3)on2)no1	9	0.8	-1	-4	-1	3	1.3	-13	6
28	COc1ccccc1Nc1ncc(C(=O)N2CCC(C(N)=O)CC2)c2ccccc12	11	-0.5	-13	-3	-2	10	-0.5	-6	13
29	Cc1cc(C)cc(N(C)S(=O)(=O)c2nnc(NC(=O)C(C)C)s2)c1	-14	.	-28	.	-1	-2	.	.	15
30	Cc1cc(CNCc2cn(C)nc2-c2ccc(Oc3ccccc3)cc2)on1	1	1.5	-1	-13	-7	4	5.1	-14	-7
31	CS(=O)(=O)c1ccccc1C(=O)NC1CCCc2ccccc21 (stereo not drawn)	4	0.3	5	-9	-5	3	-0.9	12	2
32	CCOC(=O)n1c(SCC(=O)N(CC)CC)nc2ccccc21	-3	-2.4	-3	-14	-5	-5	3.5	-26	1
33	CCn1nnnc1-c1ccc(OC)c(S(=O)(=O)Nc2ccc(C(=O)OC)cc2)c1	-7	0.7	-2	0	-5	1	0.8	-12	1
34	COC(=O)[C@]1(Cc2ccccc2)N[C@H](CN(C)S(=O)(=O)c2ccc(F)cc2)[C@@H]2C(=O)N(C)C(=O)[C@@H]21	-18	0.9	-3	2	-4	1	0.4	-16	2
35	O=C(CN1CCOCC1)Nc1ccccc1C(=O)Nc1ccccc1	8	1.0	-17	-9	-2	5	0.8	-8	10
36	Cc1cc(C)c2nc(Cl)c(C3NC(=O)c4ccccc4N3)cc2c1 (stereo not drawn)	-14	0.9	2	1	0	0	-0.9	-20	5

# Some of the entries so far, screen by screen.
31: CS(=O)(=O)c1ccccc1C(=O)NC1CCCc2ccccc21 (stereo not drawn)
32: CCOC(=O)n1c(SCC(=O)N(CC)CC)nc2ccccc21
33: CCn1nnnc1-c1ccc(OC)c(S(=O)(=O)Nc2ccc(C(=O)OC)cc2)c1
34: COC(=O)[C@]1(Cc2ccccc2)N[C@H](CN(C)S(=O)(=O)c2ccc(F)cc2)[C@@H]2C(=O)N(C)C(=O)[C@@H]21
35: O=C(CN1CCOCC1)Nc1ccccc1C(=O)Nc1ccccc1

Compound	31	32	33	34	35
TAAR1 antag	4	-3	-7	-18	8
OXTR agonist	0.3	-2.4	0.7	0.9	1.0
M1 antag	5	-3	-2	-3	-17
OXTR potentiate	-9	-14	0	2	-9
M1 ag	-5	-5	-5	-4	-2
TAAR1 agonist	3	-5	1	1	5
V1R ag counter	-0.9	3.5	0.8	0.4	0.8
CHO parental Ca	12	-26	-12	-16	-8
M1 PAM	2	1	1	2	10

# (more compounds)
No.	compound	TAAR1 antag	OXTR agonist	M1 antag	OXTR potentiate	M1 ag	TAAR1 agonist	V1R ag counter	CHO parental Ca	M1 PAM
37	O=C1CC(c2nc3ccccc3[nH]2)CN1c1ccccc1 (stereo not drawn)	15	0.3	-12	3	-1	2	0.1	-13	10
38	CCN(CC)CCNc1nc(C(F)(F)F)nc2c1nnn2Cc1ccccc1	-14	9.2	5	-9	-7	17	3.0	-8	-8
39	CCOC(=O)N1CCN(C(=O)c2ccc3c(=O)n(CCC4=CCCCC4)c(=S)[nH]c3c2)CC1	22	1.0	-21	-8	-5	12	-0.3	-2	10
40	O=C(CSc1nc2c(c(=O)n1-c1ccc(F)cc1)SCC2)NCc1ccco1	-12	-1.6	-12	-5	-2	5	-0.1	-16	10
41	COCCN(C(=O)CSc1nc2ccc(Cl)cc2[nH]1)c1c(N)n(Cc2ccccc2)c(=O)[nH]c1=O	-5	-0.4	-7	-2	-4	1	0.1	-12	6
42	CC1(C)N=C(N)NC(Nc2ccc(Cl)cc2)=N1	-14	.	-20	.	-9	21	.	.	9
43	CC(Sc1ccsc1[N+](=O)[O-])C(=O)NCc1ccco1 (stereo not drawn)	27	0.2	-2	-5	-2	-2	0.1	-17	14
44	O=C(NC1CCCCC1)C(c1ccc2ncccc2c1)N(Cc1ccco1)C(=O)c1ccc2c(c1)OCCO2 (stereo not drawn)	25	-1.8	4	-7	-5	5	0.2	-25	-4
45	c1ccc(-n2c(SCc3ccncc3)nnc2-c2ccco2)cc1	1	-0.1	-7	-8	-1	4	-0.4	-12	-12
46	CCC(=O)N1C(=O)CCN(C(C)=O)c2ccccc21	2	0.8	-6	-16	-3	-2	1.3	0	6
47	O=C(CN(C(=O)CCNC(=O)c1ccco1)c1ccccc1)NC1CCCC1	-16	1.8	-10	4	-3	4	1.4	2	10
48	C=CCN(C(=O)c1csnn1)C(C(=O)NCc1ccc(F)cc1)c1ccc(F)cc1 (stereo not drawn)	6	-0.1	-7	-15	-4	3	1.3	-22	-4
49	COc1ccc(S(=O)(=O)N2CCOCC2)cc1NC(=O)C1CCCN1C(=O)c1cccs1 (stereo not drawn)	-22	-1.3	-10	-2	-6	18	-0.7	-16	9
50	O=C(Nc1ccc(S(=O)(=O)N2CCOCC2)cc1)c1nn(-c2ccc(F)cc2)ccc1=O	-2	-1.5	-6	-1	-1	1	0.5	-12	7
51	COc1ccc(S(=O)(=O)NC2CCCC2)cc1C(N)=O	-13	.	0	.	-1	1	.	.	2

# M1 ag, what is marked active above.
cpd	SMILES	TAAR1 antag	M1 antag	M1 ag	M1 PAM
25	COc1cc(C(=O)NNC(=S)NC(=O)c2ccc(Cl)cc2)cc(OC)c1OC	86*	0	33*	-14
